Assay outcomes deposited in PubChem BioAssay by several laboratories.
MOR-DOR inv ag: inverse agonist of human OPRM1-OPRD1 heterodimerization; P35372+P41143; cell-based MOR-DOR heterodimer luminescence, inverse agonism; inhibition, % at 9.3 µM; 340,000 compounds, 0.21% hits; in the data active = inhibition above about 22%, passing the limit was not always enough;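 note: 0% = cells with DMSO and 100% = wells without cells with DMSO; values of inactives mirror those of a sister screen read the other way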
MOR-DOR ag: OPRM1-OPRD1 heterodimerization agonism; AID 504326; cells, luminescence; 340,000 compounds, 0.3% hits; activation, % at 9.3 µM; P35372+P41143; in the data active = activation above about 18%;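 note: 0% = vehicle-treated cells and 100% = reference agonist; values of inactives mirror those of a sister screen read the other way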
PKA-R1A act: activators of PKA-R1A complex. P00514+P68181. PKA-R1A dissociation, Cy5-IP20 fluorescence polarization; scaled: DMSO 0%, 113 µM cGMP 100%. activation, % at 11.4 µM. 340,000 compounds, 0.083% hits;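 active = percent activation above the mean of all tested compounds plus 3 SD, cut at about 19% in these data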;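 note: higher means more PKAc released from R1A so a rise in polarization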
Arrestin-AP2 inh: inhibitors of human beta-arrestin and AP2 interaction; inhibition, % at 10 µM; 340,000 compounds, 0.31% hits; FITC-arrestin peptide / GST-AP2 beads, flow cytometry; AP2 beta2 appendage carries R879A mutation;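 active = inhibition above a set limit, near 3 SD of compounds lacking own fluorescence, cut at about 54% in these data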;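 note: plate controls were DMSO wells for no effect and 5 µM unlabelled arrestin peptide for full effect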
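System: GST-AP2 R879A glutathione beads; medium: PBS, Tween 20 0.05%, BSA 0.1%; reagent: fluorescein-tagged arrestin peptide at 50 nM final; schedule: pre-incubation 12 min, peptide binding 1 h, room temperature; detection: flow cytometry, FL1 (488/535 nm); read-out: inhibition as reduced fluorescein signal on beads, percent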
HTR5A ag ctr: counter-screen for OPRM1-OPRD1 agonists: human HTR5A agonism; P47898; HTR5A agonist assay, luminescence, cell-based; activation, % at 9.3 µM; 340,000 compounds, 0.61% hits; AID 504692; in the data active = activation mostly above about 9.5%, no sharp cut-off; inactive = mostly below about 7.6%;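 note: 0% = cells with vehicle only and 100% = reference agonist; strong numbers were not always called active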
PKA-R2B act: activates the human PKA-R2B holoenzyme complex; PKA-R2B holoenzyme dissociation, Cy5-IP20 fluorescence polarization; R2B truncated from residue 108, S112A mutant; 0% DMSO only, 100% 113 µM cGMP; activation, % at 11.4 µM; 340,000 compounds, 0.079% hits;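 active = activation above a cutoff set at the mean over all compounds plus 3 SD, cut at about 18% in these data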;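 note: higher means more holoenzyme dissociation and a rise in polarization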
HTR5A inv ctr: counter-screen for OPRM1-OPRD1 inverse agonists: human HTR5A inverse agonism. P47898. HTR5A cell line, luminescence. inhibition, % at 9.3 µM. 340,000 compounds, 0.083% hits; in the data active = inhibition mostly above about 23%, no sharp cut-off; inactive = mostly below about 18%;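 note: 0% = cells with DMSO and 100% = no-cell wells with DMSO; some compounds called inactive have numbers as strong as hits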
DAGLB inh: blocks human DAGLB lipase activity. Q8NCG7. HEK293T DAGLB membrane lysate, EnzChek fluorogenic substrate. inhibition, % at 5.17 µM. 340,000 compounds, 0.059% hits. AID 504411; in the data active = inhibition above about 34%;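 note: 0% = enzyme with vehicle and 100% = wells lacking enzyme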
DSG3 Ab inh: inhibitors of pemphigus antibody binding to human desmoglein-3; DSG3-coupled beads, scFv-anti-DSG3-GFP binding, flow cytometry; stronger effect = lower value; binding (percent of control), % at 10 µM; 310,000 compounds, 0.48% hits; AID 588358;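 active = binding more than 3 SD below its plate's average and above zero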; note: some compounds called inactive have numbers as strong as hits
Target sequence (P32926 whole entry, looked up): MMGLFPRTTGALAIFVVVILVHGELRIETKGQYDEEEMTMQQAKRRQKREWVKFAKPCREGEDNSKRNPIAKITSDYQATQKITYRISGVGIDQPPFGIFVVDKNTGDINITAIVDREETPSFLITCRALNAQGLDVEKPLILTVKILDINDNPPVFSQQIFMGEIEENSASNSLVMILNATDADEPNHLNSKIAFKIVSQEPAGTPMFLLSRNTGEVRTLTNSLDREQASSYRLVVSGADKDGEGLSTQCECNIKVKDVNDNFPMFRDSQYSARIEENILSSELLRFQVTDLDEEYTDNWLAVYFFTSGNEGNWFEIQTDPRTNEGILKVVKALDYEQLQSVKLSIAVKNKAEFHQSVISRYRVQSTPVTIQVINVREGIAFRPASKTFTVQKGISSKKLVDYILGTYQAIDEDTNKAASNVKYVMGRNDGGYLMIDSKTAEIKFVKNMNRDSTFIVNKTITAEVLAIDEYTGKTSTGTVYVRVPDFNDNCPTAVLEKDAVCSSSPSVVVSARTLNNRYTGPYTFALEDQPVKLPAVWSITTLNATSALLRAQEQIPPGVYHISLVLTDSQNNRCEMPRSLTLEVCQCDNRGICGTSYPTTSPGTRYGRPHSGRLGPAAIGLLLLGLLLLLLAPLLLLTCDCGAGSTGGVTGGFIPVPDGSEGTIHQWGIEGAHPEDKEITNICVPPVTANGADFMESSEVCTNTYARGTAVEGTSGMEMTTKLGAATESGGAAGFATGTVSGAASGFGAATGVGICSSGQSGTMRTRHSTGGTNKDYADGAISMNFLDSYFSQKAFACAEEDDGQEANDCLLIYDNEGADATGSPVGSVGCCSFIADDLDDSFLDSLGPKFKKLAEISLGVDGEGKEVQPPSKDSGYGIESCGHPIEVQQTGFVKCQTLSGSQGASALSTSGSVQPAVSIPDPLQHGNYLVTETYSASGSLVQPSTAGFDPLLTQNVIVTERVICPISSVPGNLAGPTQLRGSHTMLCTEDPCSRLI
V-ATPase pH: regulators of yeast V-ATPase proton transport | 350,000 compounds, 0.37% hits | S. cerevisiae, pHLuorin cytosolic pH fluorescence | AID 504577 | response, % at 10 µM; in the data active = response mostly above about 7.3%, no sharp cut-off; inactive = mostly below about 5.4%; note: actives read high; inactives centre near 0; some compounds called inactive have numbers as strong as hits; reference of the scale not given here
* hit, by the source's call; / = not tested or not shown.

SMILES | MOR-DOR inv ag | MOR-DOR ag | PKA-R1A act | Arrestin-AP2 inh | HTR5A ag ctr | PKA-R2B act | HTR5A inv ctr | DAGLB inh | DSG3 Ab inh | V-ATPase pH
CCOc1ccccc1NC(=O)CCSc1nc2n[nH]c(C)c2c(=N)n1-c1ccccc1Cl | -17 | 3.3 | -3 | 4 | 7 | -3 | -11 | -2 | 97 | -1
CCN(Cc1ccccc1)C(=O)COC(=O)Cc1c[nH]c2ccccc12 | 17 | -3.3 | -3 | -16 | -1 | 2 | 3 | 2 | 104 | -1
CC(=O)Nc1ccc(C(=O)OCC(=O)N2CCCC2=O)cc1 | 1 | -0.2 | -6 | -7 | 0 | 1 | -6 | 0 | 103 | -3
CN(C(=O)COC(=O)COc1ccc(N(C)S(=O)(=O)c2ccc(Cl)cc2)cc1)c1ccccc1 | 13 | -3.3 | 0 | -20 | 0 | -3 | 8 | 2 | 101 | 1
COCCn1c(SCC(=O)OC(C)C)nnc1-c1ccccc1 | -14 | 2.4 | -2 | -2 | -2 | 11 | -25 | -1 | 128 | 9.9*
C[C@@H]1CN(Cc2nc(-c3ccc(Cl)cc3)no2)C[C@H](C)O1 | -3 | 0.7 | 2 | -23 | 0 | -7 | -73 | -4 | 98 | -1
CC(C)CNC(=O)CSc1n[nH]c(=O)n1CCc1ccccc1 | 15 | -2.6 | -4 | -4 | -1 | -4 | 3 | 1 | 93 | 1
COc1ccc(OC2CCN(S(=O)(=O)c3ccc(F)cc3)CC2)cc1 | 2 | -0.4 | -5 | 12 | 1 | -9 | -3 | -5 | 105 | -4
CCOC(=O)C1=C(C)C2C3C(=O)N(c4cc(C)ccc4C)C(=O)C3C1(C)C1C(=O)N(c3cc(C)ccc3C)C(=O)C21 (configuration not stated) | 10 | -1.7 | 1 | -2 | -2 | 0 | 7 | -5 | 99 | -1
Cc1cc(C)nc(NS(=O)(=O)c2ccc(NC(=O)CCN3C(=O)c4ccccc4C3=O)cc2)n1 | 8 | -1.6 | -8 | 16 | 4 | -4 | -9 | 0 | 104 | 5
CCCCn1c(O)c(N=Nc2ccccn2)c2ccccc21 | -18 | 3.2 | 4 | 28 | -2 | 1 | -23 | -8 | 124 | -2
CC1CN(C(c2cccs2)c2sc3ncnn3c2O)CC(C)O1 (configuration not stated) | 7 | -1.2 | -4 | -5 | 0 | -11 | 0 | -2 | 103 | -3
NC(=O)COc1ccccc1C(=O)NC12CC3CC(CC(C3)C1)C2 | 10 | -2.3 | -8 | 31 | 3 | 0 | -11 | -2 | 98 | -2
COc1ccc(OCCSc2nnc(-c3ccc(OC)cc3)n2N)cc1 | 11 | -1.9 | -5 | 0 | 0 | 2 | -3 | 0 | 106 | -1
CCOC(=O)Cn1nc(C)c2ccccc2c1=O | 14 | -2.4 | 7 | 7 | 0 | 7 | -2 | -1 | 90 | 2
COc1ccc(NC(=O)c2c(F)cccc2F)cc1S(=O)(=O)Nc1ccc(Br)cc1 | 14 | -2.8 | -1 | -3 | 2 | -8 | 8 | -5 | 83 | 5
CCOc1nc(C)ccc1-c1noc(CC)n1 | 11 | -2.1 | -6 | 6 | 2 | -7 | -5 | -3 | / | 2
Cn1c(SCC#N)nnc1-c1cccnc1 | 21 | -4.1 | 0 | 12 | 0 | -8 | 15 | 1 | 89 | -1
O=C1CCC(/C=C/c2ccccc2)=NN1Cc1ccc(Cl)c(Cl)c1 | 0 | -0.1 | -7 | 7 | 16 | 3 | -41 | -2 | 99 | -3
O=C(COC(=O)Cn1cnc2ccccc21)Nc1ccc2c(c1)OCCO2 | 7 | -1.5 | 2 | 3 | 1 | -1 | 15 | -1 | 105 | -2

Look-ups from the list.
NC(=O)COc1ccccc1C(=O)NC12CC3CC(CC(C3)C1)C2 @ PKA-R2B act = 0
CC1CN(C(c2cccs2)c2sc3ncnn3c2O)CC(C)O1 (configuration not stated) @ PKA-R2B act = -11

Continuation:
SMILES | MOR-DOR inv ag | MOR-DOR ag | PKA-R1A act | Arrestin-AP2 inh | HTR5A ag ctr | PKA-R2B act | HTR5A inv ctr | DAGLB inh | DSG3 Ab inh | V-ATPase pH
CC(C)C(=O)NC(Nc1ccc(S(N)(=O)=O)cc1)C(Cl)(Cl)Cl (configuration not stated) | 22 | -4.3 | 1 | 4 | -4 | 5 | -12 | -2 | 82 | 1
COc1ccc(OCCn2cnc3ccccc32)cc1 | 0 | 0.0 | -6 | 10 | 0 | -6 | -2 | 0 | 109 | -1
COc1ccccc1N1CCN(C(=O)c2cc3c(C)nc4ccccc4c3o2)CC1 | 6 | -1.2 | -4 | 12 | 0 | 1 | -5 | 24 | 101 | 3
CN1CCN(c2oc(-c3ccco3)nc2S(=O)(=O)c2ccccc2)CC1 | -6 | 1.0 | 0 | 0 | -4 | 7 | 12 | 2 | 107 | 0
O=[N+]([O-])c1cc(/C=N/N2CCN(c3ccccc3)CC2)ccc1Cl | 5 | -0.9 | -4 | 4 | 1 | -3 | 4 | -1 | 77 | 0
Cc1ccc(S(=O)(=O)N2CCOCC2)cc1C(=O)O | 16 | -3.1 | -8 | -9 | 4 | -2 | -22 | -1 | 101 | -4
CCOCCCNC(=O)C1CCN(S(=O)(=O)CC)CC1 | 23 | -4.0 | -7 | 6 | -2 | 4 | 7 | 1 | 111 | 6
CC(=O)Nc1cccc2ccc(O)cc12 | -32 | 6.3 | 12 | -2 | 3 | -10 | -11 | 1 | 72 | 9
Cc1ccc(-n2c(SCC(N)=O)nnc2-c2ccco2)cc1 | 15 | -3.0 | 8 | 0 | 3 | 8 | -12 | 0 | 113 | 2
O=C(C1CCCCC1)N1CCN(S(=O)(=O)c2ccc(Br)cc2)CC1 | -5 | 1.1 | -1 | 29 | 1 | 4 | 11 | -1 | 101 | 1
O=C(Nc1ccc(S(=O)(=O)Nc2ncccn2)cc1)c1ccccc1 | 8 | -1.6 | 1 | -11 | -1 | 0 | 3 | 3 | 116 | -3
CC(C)C(OC(=O)c1cccs1)C(=O)NCc1cccs1 (configuration not stated) | -4 | 0.6 | -13 | -12 | -2 | -8 | 6 | -3 | 110 | 3
COc1cc2[nH]c(=S)n(CCN3CCOCC3)c(=O)c2cc1OC | -4 | 0.6 | -2 | 2 | -3 | 2 | 9 | -1 | 101 | -1
CCOc1ccc(N(CC(=O)NCc2ccc(F)cc2)S(=O)(=O)c2c(C)noc2C)cc1 | 4 | -0.8 | -8 | -7 | 1 | -2 | -3 | -3 | 106 | -1
COc1ccc(CNC(=O)c2nn(-c3ccccc3)cc2OC)cc1 | 5 | -0.8 | 7 | 8 | -5 | -4 | 14 | 1 | 110 | 1
Cc1ccc(C(=O)NCC(=O)OCC(=O)Nc2cc(C)c(C)cc2[N+](=O)[O-])cc1 | 6 | -0.9 | -7 | 26 | -1 | -1 | -5 | -8 | 104 | -2
N#Cc1c(-c2ccccc2)nc2n1CCS2 | 10 | -1.9 | -5 | -17 | -1 | -5 | 5 | -2 | 99 | -2
Cn1c(/C(C#N)=C/Nc2ccccn2)nc2ccccc21 | 0 | -0.1 | 3 | -5 | 13 | 5 | -36 | -8 | 102 | -1
Cc1ccc(C(=O)C(OC(=O)CNS(=O)(=O)c2ccccc2)c2ccccc2)cc1 (configuration not stated) | -12 | 2.4 | -7 | -2 | -1 | 3 | 2 | 0 | 104 | 9
COc1cc(C2C(C#N)=C(N)OC3=C2C(=O)CCC3)cc2c1OCO2 (configuration not stated) | 16 | -3.6 | -21 | 32 | 3 | 6 | -11 | -1 | 96 | 0
COc1ccccc1NS(=O)(=O)c1ccc(C(=O)N2CCCC(C(F)(F)F)C2)cc1 (configuration not stated) | 10 | -2.4 | -3 | 48 | 2 | 0 | -6 | -2 | / | -2
CCOC(=O)C1C(=O)CC(C)(O)C(C(=O)OCC)C1c1ccc(SC)cc1 (configuration not stated) | -9 | 1.4 | -8 | 3 | -2 | -7 | -16 | -3 | 111 | -3
CC1=C(C(=O)OC2CCCCCCC2)C(c2cc3c(cc2Br)OCO3)CC(=O)N1 (configuration not stated) | -4 | 0.7 | -12 | 13 | -5 | 4 | 6 | 0 | / | -1
COc1cccc(CNC(=O)c2ccc(Cl)c(S(=O)(=O)N3CCOCC3)c2)c1 | 14 | -3.6 | 8 | -4 | -5 | 0 | 14 | 2 | 90 | -3
NC(=S)c1ccc(C(N)=S)o1 | 18 | -3.3 | -12 | 27 | -1 | -7 | 8 | 3 | 99 | -4
O=C(Cn1nnc2ccccc21)N/N=C\c1cccs1 | -5 | 1.0 | -1 | 37 | 3 | -14 | -12 | 0 | 97 | -1
O=C1c2ccccc2C(Nc2cccnc2)N1Cc1ccccc1Cl (configuration not stated) | 1 | -0.3 | 7 | -11 | 9 | -11 | -4 | 1 | 116 | 3
COc1ccc(-n2nc(C(=O)NCC(=O)NCCCN3CC(C)CC(C)C3)c3ccccc3c2=O)cc1 (configuration not stated) | -12 | 1.4 | -2 | 17 | 0 | -5 | -1 | 2 | 97 | -4
O=C(Cc1cccc(C(F)(F)F)c1)Nc1ccc(S(=O)(=O)N2CCCC2)cc1 | -16 | 2.4 | 4 | -1 | 4 | -17 | -14 | -1 | 98 | 1
O=C(CCNS(=O)(=O)c1ccccc1)N1CCN(c2ccccc2F)CC1 | 6 | -2.0 | 0 | 12 | -2 | 4 | 19 | 0 | 112 | 0
COc1ccc(NC(=O)c2cc(-c3ccc(C)cc3O)n[nH]2)c(OC)c1 | -1 | 0.2 | -1 | -7 | 1 | 2 | -4 | -1 | 100 | 5
COC(=O)c1c(NC2=NS(=O)(=O)c3ccccc32)sc2c1CCC(C(C)(C)C)C2 (configuration not stated) | 9 | -1.7 | 5 | 13 | -3 | 0 | 8 | 0 | 101 | -42
CS(=O)(=O)Nc1ccccc1C(=O)N1CCCC1 | 7 | -1.4 | 2 | 16 | -7 | -2 | 15 | 1 | 106 | 2
CCOC(=O)Cc1csc(NC(=O)c2c(O)c3ccccc3n(CC(C)C)c2=O)n1 | -9 | 1.6 | -1 | -6 | -7 | -10 | -16 | -1 | 96 | 3
O=C(CS(=O)(=O)c1ccc(F)cc1)Nc1nnc(-c2cccs2)o1 | 8 | -1.6 | 10 | -4 | 2 | -15 | -15 | 3 | 106 | -6
CCCC(=O)N(CCN1CCOCC1)c1nc2c(C)cccc2s1 | 6 | -1.2 | 1 | 3 | -2 | -6 | -7 | -4 | 110 | 4
O=C(O)C(CO)(c1ccccc1)c1ccccc1 | 10 | -2.2 | -12 | 4 | 3 | -3 | -10 | 1 | 95 | 2
O=C(NCc1cccc(F)c1)c1cccc2c1C(=O)c1ccc(Cl)cc1S2(=O)=O | -21 | 4.6 | 3 | 4 | 5 | -2 | -36 | 1 | 102 | -1
Cc1nn(-c2ccc(F)cc2F)c2c1-c1nc(N3CCCC3)ncc1CC2 | -10 | 1.9 | 6 | 4 | 3 | 1 | -8 | -3 | 107 | 2
